# Screening data deposited in PubChem by several laboratories.
# DNMT1 inh – DNMT1 (human) enzyme inhibition; 360,000 compounds, 0.83% hits; P26358; inhibition (reported as % activation of signal), % at 10 µM; AID 588458; DNMT1 molecular beacon, Hinp1I cleavage, fluorescence; in the data active = inhibition above about 50%
# TbMetRS inhib – Trypanosoma brucei MetRS inhibition. AID 624268. 360,000 compounds, 0.4% hits. inhibition, % at 11.9 µM. purified T. brucei MetRS, ATP depletion, Kinase-Glo luminescence;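 active = inhibition above a per-plate cutoff of the control wells' mean inhibition plus 3 SD, cut at about 5.5% in these data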;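 note: 0% = DMSO wells median and 100% = median of wells with control inhibitor compound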
#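 Material: parasite MetRS enzyme / Replication: singlicate, one well per compound / Signal: luminescence of leftover ATP / Schedule: 2 h aminoacylation at 25 °C after 15 min preincubation / Medium: HEPES-MgCl2-KCl buffer plus DTT, spermine, BSA, pyrophosphatase / Doses: 11.9 µM single point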
# STEP inh – STEP (human) phosphatase inhibition; P54829; recombinant STEP, OMFP fluorogenic substrate, fluorescence; inhibition, % at 20 µM; 360,000 compounds, 0.25% hits; AID 588621;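 active = inhibition at 20 µM, scaled per plate between control wells, above about 37%, limit read from the data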;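 note: 0% = DMSO with enzyme and substrate and 100% = substrate only without enzyme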
# Target sequence (P54829 whole entry, looked up): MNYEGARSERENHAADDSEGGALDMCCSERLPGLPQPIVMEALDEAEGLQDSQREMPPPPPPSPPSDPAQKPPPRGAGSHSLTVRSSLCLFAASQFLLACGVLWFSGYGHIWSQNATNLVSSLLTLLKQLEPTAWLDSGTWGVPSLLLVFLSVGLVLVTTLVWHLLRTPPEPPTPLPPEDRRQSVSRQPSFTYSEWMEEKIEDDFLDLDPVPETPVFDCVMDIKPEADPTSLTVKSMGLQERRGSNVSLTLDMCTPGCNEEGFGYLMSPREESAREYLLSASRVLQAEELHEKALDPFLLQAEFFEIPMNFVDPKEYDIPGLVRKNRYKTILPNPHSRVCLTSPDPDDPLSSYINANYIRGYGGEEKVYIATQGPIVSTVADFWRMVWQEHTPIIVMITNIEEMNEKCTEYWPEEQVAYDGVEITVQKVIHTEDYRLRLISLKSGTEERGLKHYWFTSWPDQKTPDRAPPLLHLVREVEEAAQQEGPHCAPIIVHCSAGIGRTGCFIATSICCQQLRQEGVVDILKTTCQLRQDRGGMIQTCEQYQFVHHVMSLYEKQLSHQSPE
#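 Also added – OMFP at 25 µM · Test system – STEP tyrosine phosphatase · Technique – FITC-channel fluorescence of OMFP product · Schedule – 20 min at room temperature, dark · Evaluation – control-normalized % inhibition with plate pattern correction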
# Scp1 inh – inhibitors of human Scp-1 phosphatase; 340,000 compounds, 0.88% hits; Q9GZU7; Recombinant Scp1, phosphopeptide, malachite green phosphate absorbance; inhibition, % at 20 µM;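 active = inhibition above about 50% at 20 µM, limit read from the data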;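 note: plate controls were DMSO wells with enzyme for no effect and wells lacking enzyme for full effect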
# Target sequence (Q9GZU7 76-261 limits assumed): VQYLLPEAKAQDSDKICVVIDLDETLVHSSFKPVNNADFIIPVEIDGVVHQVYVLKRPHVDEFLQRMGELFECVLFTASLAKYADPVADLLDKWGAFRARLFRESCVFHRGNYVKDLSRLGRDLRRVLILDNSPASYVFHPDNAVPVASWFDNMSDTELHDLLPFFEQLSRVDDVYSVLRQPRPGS
#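 Assay system: SCP-1 catalytic fragment, aa 76-261 | Buffer or medium: Tris acetate buffer pH 5.5 with MgCl2 and Tween-20 | Compound: One concentration, 20 µM, with 1.0% DMSO | Also added: Phospho 17-mer peptide substrate | Signal: Absorbance at 630 nm | Incubation: 45 min enzyme reaction at room temperature | Measure: % inhibition of SCP-1 phosphate liberation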
# Rpn11 inh – blocks the human proteasome subunit Rpn11 | O00487 | human 26S proteasome, Ub4-pepOG fluorescence polarization; 20S core pre-blocked with epoxomicin | calls only at 20 µM | 360,000 compounds, 0.59% hits | AID 588493;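 active = inhibition at 20 µM, scaled to each plate's controls, above about 33%, limit read from the data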
# NadD inh – NadD (S. aureus) enzyme inhibition. purified NadD enzyme, colorimetric absorbance read-out. inhibition, % at 20 µM. 360,000 compounds, 0.78% hits; in the data active = inhibition above about 26%; note: some compounds past the cut are filed as inactive
# LMPTP block – LMPTP (human) inhibition; P24666; recombinant LMPTP-A, OMFP fluorogenic substrate, fluorescence intensity; inhibition, % at 20 µM; 360,000 compounds, 0.22% hits;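 active = compounds that cut the enzyme signal by at least half of the control window in the single-dose screen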;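 note: plate controls were DMSO wells with enzyme plus substrate for no effect and substrate without enzyme for full effect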
# Target sequence (P24666 whole entry, looked up): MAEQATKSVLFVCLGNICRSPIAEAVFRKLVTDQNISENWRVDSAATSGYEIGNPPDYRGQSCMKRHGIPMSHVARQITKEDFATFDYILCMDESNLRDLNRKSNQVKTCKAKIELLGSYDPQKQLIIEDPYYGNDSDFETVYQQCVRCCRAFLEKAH
#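 Material: LMPTP-A; amount: 0.625 nM enzyme; doses: single 20 µM dose; times: reaction 50 min, room temperature, dark; technique: fluorescence intensity of OMFP turnover product; benchmarks: no-enzyme and uninhibited controls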
# SUMO1-SIM PPI – alters human SUMO1 binding to SIM partners; SUMO1 binding to a labelled peptide, TR-FRET, 1 h; inhibition, % at 20 µM; 360,000 compounds, 0.33% hits; in the data active = inhibition above about 37%
# Target sequence (P63165 whole entry, looked up): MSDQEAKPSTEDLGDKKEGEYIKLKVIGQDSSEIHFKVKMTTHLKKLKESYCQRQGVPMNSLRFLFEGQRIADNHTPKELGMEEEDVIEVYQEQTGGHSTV
# CSN inh – blocks human CSN-mediated cullin deneddylation; AID 651999; inhibition, % at 12.5 µM; 360,000 compounds, 0.38% hits; Purified CSN, SCF-Nedd8-OG deneddylation, fluorescence polarization; Q92905;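 active = pattern-corrected inhibition above about 35%, with an unprinted fluorescence ratio check between 0.5 and 1.5, limit read from the data, passing the limit was not always enough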;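 note: 0% = enzyme with substrate and 100% = substrate without enzyme; some results filed as inactive read as strong as hits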
#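 Test system: Human Csn5 produced in HEK293T cells | Compound: 12.5 µM single point | Times: 90 min, room temperature | Signal: Fluorescence polarization readout | Read-out basis: % inhibition of substrate cleavage by Csn5 | Controls: no-enzyme wells high, enzyme-with-substrate wells low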
# MLLE-PAM2 inh – blocks PAM2 peptide binding to the PABP1 MLLE domain; P11940; GST-MLLE / FITC-PAM2 fluorescence polarization; inhibition, % at 20 µM; 360,000 compounds, 0.36% hits; AID 588489; in the data active = inhibition above about 35%, passing the limit was not always enough;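 note: plate controls were DMSO wells with GST-MLLE for no effect and wells lacking GST-MLLE protein for full effect; some results filed as inactive read as strong as hits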
# Numbers without * were called inactive; i = inactive; . = not tested or not shown. Hits appear at their usual frequency. About 3.6% of those tested had a hit in this group.
SMILES,DNMT1 inh,TbMetRS inhib,STEP inh,Scp1 inh,Rpn11 inh,NadD inh,LMPTP block,SUMO1-SIM PPI,CSN inh,MLLE-PAM2 inh
Cc1cccnc1C(NC(=O)C1CCN(CCCOc2ccccc2)CC1)c1ccc(F)cc1 (stereo not drawn),-4.6,0.0,-0.8,.,i,-10.4,-2.0,-7.3,1.8,-4.1
O=C(Nc1cccc(S(=O)(=O)N2CCCCC2)c1)c1cccs1,0.0,-0.1,3.6,-2.4,i,-2.5,0.2,8.4,-1.7,-1.8
O=C(COc1ccccc1)NN1C(=O)CSC1=S,2.2,0.8,-2.2,-5.7,i,1.2,-1.9,11.5,7.5,-47.3
Cc1ccc(S(=O)(=O)N(C)C[C@@H]2Oc3ccc(NS(C)(=O)=O)cc3CC(=O)N([C@H](C)CO)C[C@@H]2C)cc1,0.8,0.2,0.5,4.0,i,-8.8,-2.1,-1.6,1.2,-3.5
Cn1cc(C=O)c2cc(S(=O)(=O)N3CCOCC3)ccc21,7.8,-0.3,0.7,-10.5,i,-3.3,-3.0,3.9,7.5,-8.8
CCOC(=O)c1c(C)c(C(=O)N2CCN(c3cccc(Cl)c3)CC2)c(C)n1C,-8.7,-0.7,-0.9,-0.3,i,-3.5,2.1,5.5,-4.9,0.6
CN(CC(=O)Nc1cc(C(F)(F)F)ccc1-n1cncn1)Cc1ccccc1N1CCOCC1,-4.1,-0.4,1.5,-7.5,i,0.6,-1.1,2.6,-3.4,-1.0
O=C(N/N=C/c1ccc([N+](=O)[O-])cc1)c1cc(C2CC2)[nH]n1,-0.5,0.3,1.3,-8.0,i,-2.0,-0.2,-38.9,3.6,-10.0
O=C(Cn1ccc(C(F)(F)F)n1)N=Nc1c(O)[nH]c2ccccc12,-5.0,-0.1,-1.0,-7.3,i,-0.2,1.4,-19.3,-4.2,13.1
CCN(CC)CCOC(=O)c1cccc(Br)c1,-1.1,-1.7,-0.5,-0.6,i,-3.3,0.3,-3.8,1.9,-2.3
COc1ccc(CN2CCn3ncc(C(=O)Nc4ccccc4)c3C2=O)cc1,0.8,-1.1,2.3,-10.4,i,-3.3,-2.3,0.4,-2.1,-6.8
COCCNC(=S)N/N=C(\C)c1ccccc1O,-0.3,-0.7,0.6,-17.2,i,-1.4,-2.6,-1.7,1.4,43.6*
COc1ccc(OCCN2C(=O)NC3(CCc4ccccc4C3)C2=O)cc1 (stereo not drawn),-2.1,-0.4,-1.9,-4.6,i,-3.8,-2.1,-0.2,-1.8,13.0
CCN1CCCC1CNS(=O)(=O)c1ccc(Br)cc1 (stereo not drawn),2.0,-1.6,-1.8,-12.8,i,-3.5,-3.9,-3.2,-1.0,-0.3
CCc1ccc(N2CC(C(=O)Nc3nc4ccc(S(C)(=O)=O)cc4s3)CC2=O)cc1 (stereo not drawn),-1.9,-0.7,0.8,-3.8,i,4.7,-0.3,3.4,2.2,10.2
COc1ccc(CN(C)C(=O)CCC(=O)N2CCN(S(=O)(=O)c3ccc(Cl)cc3)CC2)c(OC)c1,0.1,-0.1,2.1,-12.1,i,5.5,-0.6,4.1,0.9,1.0
O=S(=O)(c1cc(Cl)sc1Cl)N1CCCC1,-0.6,-0.8,0.3,-13.6,i,1.2,-0.7,0.6,-5.1,-14.5
Cc1ccccc1CCNC(=O)C1CC(O)CN1C(=O)Nc1ccccc1 (stereo not drawn),1.9,-0.2,0.7,-7.0,i,0.1,0.5,6.5,-6.7,-3.4
CCOc1ccc(-c2c(=O)n(OCc3nc4ccccc4[nH]3)c3ccccc3[n+]2[O-])cc1,-0.7,-0.1,0.7,-3.5,i,7.2,-0.8,-30.3,5.3,-1.6
Cc1nc2ccccc2nc(C)c1=NOCc1cccc(Cl)c1,-7.3,-0.5,-0.5,-0.2,i,3.1,2.1,-2.9,1.4,-0.5
CCOC(=O)/C=c1\s/c(=C\c2c(OCC)ccc3ccccc23)c(=O)n1CC(=O)NCC1CCCO1 (stereo not drawn),-3.1,-0.3,0.9,-7.2,.,-10.4,2.5,-6.2,8.6,-14.7
Cc1cccc(C)c1NC(=O)COn1nnc2ccc(C(F)(F)F)cc21,-2.0,-0.2,-1.3,-3.2,i,0.4,0.4,2.0,5.0,-0.5
CN(C)/C=C(/C(=O)c1ccc(Cl)cc1Cl)S(=O)(=O)c1ccc(Cl)cc1,4.4,-0.3,0.9,-9.0,i,9.4,-0.3,3.9,-1.4,31.4
CN(C)c1ccc(/C=C/CNC[C@H]2O[C@@H](n3ccc(N)nc3=O)[C@H](O)[C@@H]2O)cc1,15.2,-0.4,1.5,.,i,4.5,0.2,-9.2,6.5,-21.2
Cc1cc(C)nc(/N=C(\N)Nc2ccc(C(C)C)cc2)n1,-7.7,-1.0,5.2,11.2,i,-10.5,-0.1,-8.9,-0.1,3.1

# No new results follow: entries from further up.
SMILES,DNMT1 inh,TbMetRS inhib,STEP inh,Scp1 inh,Rpn11 inh,NadD inh,LMPTP block,SUMO1-SIM PPI,CSN inh,MLLE-PAM2 inh
CCOc1ccc(-c2c(=O)n(OCc3nc4ccccc4[nH]3)c3ccccc3[n+]2[O-])cc1,-0.7,-0.1,0.7,-3.5,i,7.2,-0.8,-30.3,5.3,-1.6
Cc1nc2ccccc2nc(C)c1=NOCc1cccc(Cl)c1,-7.3,-0.5,-0.5,-0.2,i,3.1,2.1,-2.9,1.4,-0.5
CCOC(=O)/C=c1\s/c(=C\c2c(OCC)ccc3ccccc23)c(=O)n1CC(=O)NCC1CCCO1 (stereo not drawn),-3.1,-0.3,0.9,-7.2,.,-10.4,2.5,-6.2,8.6,-14.7
Cc1cccc(C)c1NC(=O)COn1nnc2ccc(C(F)(F)F)cc21,-2.0,-0.2,-1.3,-3.2,i,0.4,0.4,2.0,5.0,-0.5
CN(C)/C=C(/C(=O)c1ccc(Cl)cc1Cl)S(=O)(=O)c1ccc(Cl)cc1,4.4,-0.3,0.9,-9.0,i,9.4,-0.3,3.9,-1.4,31.4
CN(C)c1ccc(/C=C/CNC[C@H]2O[C@@H](n3ccc(N)nc3=O)[C@H](O)[C@@H]2O)cc1,15.2,-0.4,1.5,.,i,4.5,0.2,-9.2,6.5,-21.2
Cc1cc(C)nc(/N=C(\N)Nc2ccc(C(C)C)cc2)n1,-7.7,-1.0,5.2,11.2,i,-10.5,-0.1,-8.9,-0.1,3.1

# Next records follow:
SMILES,DNMT1 inh,TbMetRS inhib,STEP inh,Scp1 inh,Rpn11 inh,NadD inh,LMPTP block,SUMO1-SIM PPI,CSN inh,MLLE-PAM2 inh
O=C(NN=C1CCC(c2ccccc2)CC1)c1cc2c(s1)CCCC2 (stereo not drawn),-0.1,-0.9,1.9,-9.3,i,-3.1,-1.4,-1.4,-3.7,4.1
CC(NC(=O)COC(=O)CNC(=O)c1ccc(-c2ccccc2)cc1)c1ccccc1 (stereo not drawn),-1.2,-0.6,-2.7,1.3,i,-12.1,1.7,2.0,2.6,-1.4
c1cc(-c2ccc3c(c2)CCO3)n2cnnc2c1,-1.2,-0.1,1.5,.,i,-0.2,-1.1,-13.8,-1.8,-1.7
Cc1nnc(Nc2ccc(Cl)cc2)s1,2.9,2.6,0.2,-0.4,i,-0.6,-0.6,-1.4,0.2,-9.2
CC1(C)C2CCC1(CS(=O)(=O)NC(CC(=O)O)c1cccc(Br)c1)C(=O)C2 (stereo not drawn),-0.1,-0.2,-0.1,-7.5,i,-4.6,-1.6,1.1,3.0,-11.4
Cc1ccc(Oc2ncc(CN3CCOCC3)s2)cc1,0.6,-0.4,2.8,-4.6,i,1.1,-2.1,-2.4,-1.3,10.6
Cc1ccc2c(c1)N(CC(=O)NCCCN1CCN(C)CC1)C(=O)CO2,1.1,-0.5,0.3,-4.8,i,-5.0,0.1,-4.2,-0.2,9.0
CCN1C(=O)/C(=C\c2nc3ccccc3c(=O)n2CC)c2ccccc21,3.6,-0.9,-3.5,0.8,i,-1.4,0.4,-15.2,1.0,-5.5
O=C(Cn1cc(C(=O)c2ccco2)c2ccccc21)Nc1ccccc1F,-0.7,0.6,-1.3,-3.0,i,-2.1,-0.1,-2.7,-6.2,12.2
C=CCn1c(Cc2cccs2)nnc1SCC(=O)Nc1cc(OC)cc(OC)c1,-3.9,0.0,-2.8,-0.3,i,0.9,-1.3,1.0,0.1,-2.7
CC1CCCCC12NC(=O)N(CC(=O)NCC(=O)Nc1ccc(F)c(F)c1F)C2=O (stereo not drawn),9.4,-0.3,-1.8,-9.8,i,3.2,-1.3,-1.4,1.8,-11.0
CC(C)(C)OC(=O)N1CCCC(C(=O)Nc2cccc(C(=O)NCCc3ccccc3)c2)C1 (stereo not drawn),-3.0,0.2,-3.4,4.1,i,-1.4,0.9,2.2,3.0,1.9
COc1ccc(N2CCN(C(C)C(=O)Nc3nnc(C)s3)CC2)cc1 (stereo not drawn),8.3,-0.2,-2.0,-5.0,i,-3.3,-2.5,-3.8,1.2,3.3
COC(=O)c1ccc(NC(=O)c2cn(-c3cccc(C)n3)cn2)cc1,-20.8,-1.3,-7.6,-1.5,i,0.9,-2.7,4.0,4.9,6.4
O=C(Cn1[nH]c(=O)c2ccccc2c1=O)NCC1COc2ccccc2O1 (stereo not drawn),-1.5,0.3,-1.3,-1.4,i,6.7,-0.1,-0.3,-0.8,-49.4
c1ccc(COc2ccc(OCCOCCn3cncn3)cc2)cc1,3.9,0.3,-4.0,5.5,i,-2.0,-2.0,0.3,-2.0,6.9
O=C(Cn1c(=O)n(-c2cccc(C(F)(F)F)c2)c(=O)c2sccc21)NCC1CCCO1 (stereo not drawn),1.1,0.0,-0.3,-7.2,i,7.8,-0.5,1.7,2.0,-2.9
NS(=O)(=O)c1ccc(Cc2ncc(C(F)(F)F)cc2Cl)s1,-7.5,-0.8,-2.4,6.3,i,-5.0,0.5,-9.2,-2.1,-8.4
COc1ccccc1CNC(=O)[C@@H]1CCCN1C(=O)C1CCN(S(=O)(=O)c2ccc(C)cc2)CC1,-3.2,-0.2,0.7,-17.8,i,-3.2,0.6,0.8,-5.8,6.6
COc1ccc(/C=N/NC(=O)c2ccncc2)cc1CSc1nc2ccccc2s1,-19.6,-0.4,2.3,-13.1,i,-1.2,4.4,-1.0,0.6,12.9
CC(C)CCN1CCN(Cc2ccsc2)CC1CCO (stereo not drawn),-1.7,0.1,-1.8,-0.7,i,0.8,1.3,-3.4,1.4,12.8
Cc1cccc(C)c1OCC(O)Cn1c2ccccc2c2ccccc21 (stereo not drawn),-3.9,-0.8,-1.0,-19.9,i,-11.5,5.3,-2.7,0.5,1.3
